Source: PubChem
VIM-2 inhibitor – inhibitors of Pseudomonas aeruginosa VIM-2 metallo-beta-lactamase. inhibition, % at 5.6 µM. AID 1527. purified VIM-2, nitrocefin hydrolysis, epi-absorbance fluorescence. hit rate 0.89% among 290,000;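 active = inhibition above the mean of all tested compounds plus 3 SD, cutoff set per screening run, cut at about 7.5% in these data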;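 also: red hydrolysis product quenches plate fluorescence so inhibitors raise well fluorescence; 0% = enzyme with DMSO and 100% = DMSO without enzyme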
IMP-1 inh – blocks Pseudomonas aeruginosa IMP-1 metallo-beta-lactamase; hit rate 0.45% among 290,000; AID 1556; purified IMP-1, nitrocefin hydrolysis, epi-absorbance fluorescence; inhibition, % at 5.6 µM;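 active = inhibition above the mean plus 3 SD of all compounds in the same screening run, cut at about 4.5% in these data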;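 also: 0% = IMP-1 with DMSO and 100% = DMSO wells lacking enzyme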
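System: purified IMP-1 / Input: IMP-1 dispensed at 0.2 nM / Medium: 50 mM HEPES pH 7.1, 50 µM ZnSO4, 0.05% Brij 35 / Timing: 15 min enzyme–compound preincubation, then 25 min nitrocefin reaction, 25 °C / Technique: plate fluorescence quenching by hydrolysis product, ex 480/em 530 nm / Repeats: singlicate testing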
OXTR ag – agonists of human oxytocin receptor; P30559; CHO-OTR cells, Fluo-8 calcium fluorescence; normalized: DMSO 0%, oxytocin 100%; activation, % at 3 µM; hit rate 0.32% among 320,000; AID 2435;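 active = activation above the mean of all tested compounds plus 3 SD, cutoff set per screening run, cut at about 20% in these data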;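 also: peak over basal fluorescence ratio from a 100 s FLIPR kinetic read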
GalR3 antagonist – human GalR3 antagonism | inhibition, % at 3 µM | AID 651719 | hit rate 0.44% among 360,000 | O60755 | HEK293 GalR3-CNG cAMP membrane potential fluorescence; galR3 body fused to GalR1 C-terminus;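 active = inhibition above the screen-wide average plus 3 SD, cut at about 13% in these data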;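 also: forskolin and galanin both at EC90 stimulate the cells; cAMP rise reported by CNG channel membrane potential dye signal; 0% = forskolin plus galanin with DMSO and 100% = forskolin alone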
Target sequence (O60755 1-299 limits assumed): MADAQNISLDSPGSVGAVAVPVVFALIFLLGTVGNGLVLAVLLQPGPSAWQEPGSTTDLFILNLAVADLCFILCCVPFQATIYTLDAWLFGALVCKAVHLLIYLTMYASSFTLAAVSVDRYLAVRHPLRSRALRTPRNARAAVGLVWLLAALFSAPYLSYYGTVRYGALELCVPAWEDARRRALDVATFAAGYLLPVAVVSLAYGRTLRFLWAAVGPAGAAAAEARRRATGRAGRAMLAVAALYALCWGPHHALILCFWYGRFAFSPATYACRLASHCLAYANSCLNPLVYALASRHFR
PHOSPHO1 inh – PHOSPHO1 (human) inhibition; Q8TCT1; recombinant PHOSPHO1, absorbance phosphatase assay; inhibition, % at 13.3 µM; hit rate 1.1% among 290,000; AID 1565; in the data active = inhibition above about 60%
NS3 helicase inh – HCV NS3 helicase inhibition | AID 1800 | hit rate 0.56% among 290,000 | inhibition, % at 10.9 µM | NS3 helicase DNA unwinding, Cy5 molecular beacon fluorescence;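 active = inhibition above the mean of all tested compounds plus 3 SD, set per campaign, cut at about 35% in these data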;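 also: 0% = DMSO wells and 100% = thioflavine S control wells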
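Material: hepatitis C virus NS3 helicase domain fragment enzyme; measured by: Cy5 fluorescence, 0 and 60 min reads; control set: DMSO and thioflavine S; incubation: 60 min unwinding reaction at 25 °C after ATP addition; read-out basis: % inhibition from 60/0 min fluorescence ratio, DMSO 0%, thioflavine S 100%; repeats: singlicate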
GPR7 antagonist – human neuropeptides B/W receptor 1 antagonism | AID 1861 | hit rate 1.1% among 290,000 | P48145 | GPR7-expressing cells, fluorescence antagonist assay | inhibition, % at 4.4 µM; in the data active = inhibition above about 16%, passing the limit was not always enough;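 also: cells stimulated with the agonist NPW; 0% = agonist with vehicle and 100% = vehicle without agonist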
Target sequence (P48145 whole entry, looked up): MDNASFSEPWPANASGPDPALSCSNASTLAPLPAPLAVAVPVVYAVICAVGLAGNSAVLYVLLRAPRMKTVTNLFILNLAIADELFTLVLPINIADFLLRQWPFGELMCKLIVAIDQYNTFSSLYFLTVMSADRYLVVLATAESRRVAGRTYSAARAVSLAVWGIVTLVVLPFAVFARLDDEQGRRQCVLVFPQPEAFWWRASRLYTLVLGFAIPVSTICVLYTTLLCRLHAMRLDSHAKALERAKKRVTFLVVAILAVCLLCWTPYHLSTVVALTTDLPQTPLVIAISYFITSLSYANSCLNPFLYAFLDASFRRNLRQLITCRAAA
DNA FID counter – displaces DNA intercalator in HCV helicase counter-screen. DNA fluorescent intercalator displacement, fluorescence. inhibition, % at 7.9 µM. hit rate 0.17% among 290,000. AID 1845; in the data active = inhibition above about 37%;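 also: 0% = vehicle and 100% = reference compound; higher means more ethidium bromide displaced from hairpin DNA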
V1R ag counter – counter-screen for oxytocin receptor agonists: human V1a receptor agonists; P37288; CHO-V1R cells, Fluo-8 calcium fluorescence, agonist mode; 0% DMSO, 100% 3 nM vasopressin; activation, % at 3 µM; hit rate 0.25% among 320,000;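 active = activation above the mean activation of all tested compounds plus 3 SD, per screening run, cut at about 20% in these data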;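 also: signal is peak over basal fluorescence ratio across a 100 second FLIPR read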
Target sequence (P37288 whole entry, looked up): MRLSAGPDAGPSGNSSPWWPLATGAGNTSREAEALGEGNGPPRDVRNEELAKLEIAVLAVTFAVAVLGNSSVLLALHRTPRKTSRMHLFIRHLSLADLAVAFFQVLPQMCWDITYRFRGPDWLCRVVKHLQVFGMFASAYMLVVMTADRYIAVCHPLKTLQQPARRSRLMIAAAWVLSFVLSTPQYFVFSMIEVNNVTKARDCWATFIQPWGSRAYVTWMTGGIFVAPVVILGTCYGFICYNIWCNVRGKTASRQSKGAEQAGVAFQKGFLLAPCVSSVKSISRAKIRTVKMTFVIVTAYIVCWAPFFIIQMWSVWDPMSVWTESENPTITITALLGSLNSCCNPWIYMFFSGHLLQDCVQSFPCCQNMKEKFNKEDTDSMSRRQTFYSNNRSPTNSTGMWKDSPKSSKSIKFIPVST
* marks the source's active call; other numbers are inactive results; x = not tested or not shown.

SMILES	VIM-2 inhibitor	IMP-1 inh	OXTR ag	GalR3 antagonist	PHOSPHO1 inh	NS3 helicase inh	GPR7 antagonist	DNA FID counter	V1R ag counter
O=C(CCNC(=O)c1ccc([N+](=O)[O-])cc1)Nc1ccccc1N1CCOCC1	1.1	-0.5	0.3	-3.5	20.5	-4.7	-4.9	4.2	0.1
COc1ccc(/C(O)=C2/C(=O)C(=O)N(CCCN3CCOCC3)C2c2ccc(N(C)C)cc2)cc1 (stereo unspecified)	0.0	-2.8	0.1	-7.8	19.3	-19.7	-13.3	-9.9	1.4
COc1ccc(C(=O)C[n+]2cc(Br)cc3ccccc32)cc1[N+](=O)[O-]	-1.0	-2.9	-0.7	3.7	x	-40.0	-4.4	12.3	0.0
Cc1cccc(-c2nc(Nc3ccc(N4CCOCC4)cc3)c3ccccc3n2)c1	-0.7	-3.2	-2.1	-2.9	-33.6	-19.4	-22.0	9.0	-0.9
Cc1ccc(S(=O)(=O)N(C)C)cc1NC(=O)C(C)OC(=O)/C=C/c1cccs1 (stereo unspecified)	-2.4	-4.6	8.5	-8.9	23.6	4.2	-8.3	-14.4	1.4
Cc1ccsc1C(=O)OCC(=O)N1CCc2ccccc2C1	-1.4	-3.7	-1.3	-7.4	-7.8	-2.5	0.8	-15.6	0.2
CCOc1ccc(Br)cc1S(=O)(=O)Nc1ncn[nH]1	-2.1	-4.0	1.2	-6.5	27.0	5.8	-3.9	-10.2	3.4
CCCCn1cnc2c(sc3nc4c(cc32)CSC(C)(C)C4)c1=O	-3.9	-3.5	-0.1	5.1	-10.5	6.0	-8.5	-4.8	0.4
CCc1ccc(C(=O)NC(=S)Nc2ccccc2N2CCOCC2)cc1	-3.0	-2.7	-1.6	x	31.3	9.9	-36.4	-13.8	-0.3
COc1ccc(N(C(=O)c2ccn[nH]2)C(C(=O)NC(C)(C)C)c2ccc(F)cc2)cc1 (stereo unspecified)	-3.9	-4.2	-0.8	-1.8	3.0	0.2	1.7	-29.3	-0.5
Cc1ccc(C(=O)CSc2nn3c(=O)c(C(C)(C)C)nnc3s2)cc1	-2.2	-2.3	-0.5	-5.1	33.0	13.1	-6.6	-3.0	-0.2
O=C(Nc1cnccn1)c1ccncc1	-2.4	-6.4	1.0	-1.9	21.1	-1.9	-18.3	-0.9	0.5
COc1ccc(-n2nnnc2SCc2nc(N)nc(N3CCOCC3)n2)cc1	-1.6	-1.5	1.0	-1.8	15.9	-0.8	-14.0	-1.3	0.7
CCN1CCN(C(c2cccs2)C(C)NC(=O)c2ccccc2F)CC1 (stereo unspecified)	-3.1	-4.0	-0.3	-7.7	-22.3	7.1	-10.9	4.4	0.6
Clc1cccc(-c2nc3nc4ccccc4nc3n2Cc2ccco2)c1	-0.1	-1.7	-1.2	-7.1	-35.7	29.1	-8.3	-5.8	-1.9
Cc1ccc(OCCN2CCN(c3nc(NCc4ccco4)c4ccccc4n3)CC2)cc1	-4.0	-2.3	0.3	-10.3	-21.4	-61.5	9.6	0.6	-0.9
CC(=O)Nc1ccc(SCC(=O)N2CCN(S(=O)(=O)c3ccccc3)CC2)cc1	0.1	-0.6	0.8	-4.7	10.3	10.0	3.0	-25.9	2.4
O=C(NC1C2CC3CC(C2)CC1C3)c1ccc(Br)o1 (stereo unspecified)	-0.8	0.3	-1.8	-9.0	44.9	12.7	-2.9	-24.9	0.3
CN(CCc1ccccn1)C(=O)CCC1CCCN(C(=O)c2n[nH]c3c2CCCC3)C1 (stereo unspecified)	-2.6	-2.4	-0.1	0.7	1.2	1.3	-7.8	-29.4	-0.5
CSc1ccccc1-n1nnnc1SCc1ccccc1	-3.5	-6.7	-1.0	-1.2	21.5	-2.2	-5.2	-10.4	6.9
CC(=O)c1cccc(NC(=O)COc2ccc(S(=O)(=O)N3CCCCC3)cc2)c1	-1.2	-1.9	4.5	2.4	-60.0	-13.8	5.1	-25.1	8.4
c1ccc(CCn2c3ccccc3c3nnc(SCc4ccc5nonc5c4)nc32)cc1	2.1	-0.2	-0.5	-6.4	6.3	18.9	5.0	-4.2	0.5
O=C(CCC(=O)Nc1ccccc1Cl)N/N=C1\CCCc2ccccc21	-2.5	-3.1	1.5	-3.4	9.3	-14.9	-7.8	-8.5	0.2
O=[N+]([O-])c1cccc(S(=O)(=O)N/N=C/c2ccc(O)cc2)c1	-1.7	-3.3	0.8	3.1	-2.7	-0.1	-18.6	-0.2	0.6
Cc1cccc(N(CC(=O)NC2CCCC2)C(=O)c2c(C)noc2C)c1	-2.5	-3.2	-0.2	-4.0	40.8	3.2	4.7	-20.5	-0.7
O=C(CCc1nnc(CCCCc2ccccc2)o1)NCCn1cccn1	-4.7	-3.5	0.2	-2.4	-7.9	3.9	7.4	-15.9	1.2
CCNc1nc(=S)nc(NC(C)C)[nH]1	-2.2	-3.5	-1.0	-5.0	10.9	2.6	-9.4	-12.5	0.2
O=S(=O)(N/N=C\C=C\c1ccccc1)c1ccccc1	-5.4	-2.7	0.8	-1.4	x	-5.9	5.3	-1.4	0.5
CCOC(=O)C1=NN(C(C)=O)C2(CC(=O)N(c3ccc(C)c(C)c3)C2=O)C1 (stereo unspecified)	-2.2	-0.8	1.2	1.6	2.4	7.8	-0.8	-10.6	0.8
Cc1ccc(C)c(NC(=O)C(NCC(C)(C)N2CCOCC2)c2ccccc2)c1 (stereo unspecified)	-2.2	-1.9	-0.1	-1.1	-7.7	-19.4	-5.5	0.2	-0.2
COc1cc(OC)c(OC)cc1CN(C)C(c1ccccc1)c1nnnn1-c1ccccc1C (stereo unspecified)	-2.2	-2.8	-2.2	-0.2	27.0	-10.9	-8.6	-33.2	-0.5
COc1ccccc1C(=O)Nc1c2c(nn1-c1cccc(C)c1C)CS(=O)C2 (stereo unspecified)	-1.0	-4.6	-0.1	-0.5	11.6	3.6	-6.8	-27.2	0.4
O=C(Nc1ncc2c(n1)-c1ccccc1CC2)c1cccc(Cl)c1	-2.7	-2.1	-1.3	10.6	2.9	1.8	-10.5	-20.6	-1.4
C=CCSc1nnc(-c2cnn(-c3ccccc3)c2-n2cccc2)n1C	-3.8	-2.2	-0.7	-0.5	30.0	-11.6	-1.3	-25.6	-0.5
CC1CC(OCC(O)CN2CCN(Cc3ccccc3)CC2)CC(C)(C)C1 (stereo unspecified)	-4.2	-3.9	3.9	-6.1	-5.3	-20.4	1.9	14.1	3.2
O=c1nc2c(-c3ccccc3F)n[nH]n2c2ccccc12	-4.3	-0.7	-2.3	-4.6	23.5	-9.5	-9.0	0.9	-1.6
CCCNC(=O)c1cccc(C(F)(F)F)c1	-0.9	-4.7	0.8	x	20.6	1.4	-4.4	2.2	0.1
CCOC(=O)Cc1cnc(NC(=O)CSc2nc(C)c(CC)c(=O)[nH]2)s1	-3.0	-2.5	-0.2	-0.5	-9.7	-8.9	-13.2	-14.3	0.8
Cc1ccc(C)c(C(C)NC(=O)C2CCCO2)c1 (stereo unspecified)	-2.4	-2.7	0.5	-3.5	39.0	1.2	-2.2	-5.9	0.5
CCN(CC)CC(O)Cn1c(-c2cccc(Cl)c2)nc2cc(C)c(C)cc21 (stereo unspecified)	-1.9	-3.2	-0.5	3.0	11.7	-0.9	-9.4	2.0	0.7
COc1cc(C(=O)NCCCc2nc3ccccc3n2Cc2cc(C)ccc2C)cc(OC)c1OC	-2.1	0.5	-0.3	x	-6.1	-6.7	-0.8	-4.9	-0.2
CCN1CCCC1CNC(=O)c1ccc(Sc2ccc(F)cc2)c([N+](=O)[O-])c1 (stereo unspecified)	-4.6	-1.5	8.1	-2.0	37.3	-83.4	4.0	24.7	4.1
CCc1nccn1C(=O)c1cnn2c(C(F)F)cc(-c3ccc(C)cc3)nc12	0.3	-2.9	-2.2	-2.9	-16.4	2.6	-11.0	-11.5	-2.5
CCOC(=O)CCc1c(C)c2ccc(OC(C)C(=O)OCC)c(C)c2oc1=O (stereo unspecified)	-0.9	-1.3	4.3	-5.7	-2.3	-13.9	-7.8	-31.5	10.7
O=C(CSC1=NCCS1)NC1CCCCC1	0.5	-1.2	0.3	-3.1	-7.4	-1.6	-9.1	1.4	0.8

An excerpt from above in order of the IMP-1 inh value, rising.
smiles	IMP-1 inh
CC1CC(OCC(O)CN2CCN(Cc3ccccc3)CC2)CC(C)(C)C1 (stereo unspecified)	-3.9
CCN(CC)CC(O)Cn1c(-c2cccc(Cl)c2)nc2cc(C)c(C)cc21 (stereo unspecified)	-3.2
Cc1ccc(C)c(C(C)NC(=O)C2CCCO2)c1 (stereo unspecified)	-2.7

Next part:
SMILES	VIM-2 inhibitor	IMP-1 inh	OXTR ag	GalR3 antagonist	PHOSPHO1 inh	NS3 helicase inh	GPR7 antagonist	DNA FID counter	V1R ag counter
Cc1ccc(C(=O)Nc2ncc(C)s2)s1	-1.6	-1.2	-0.6	-11.9	24.0	-3.7	14.7	-5.6	-0.8
C/C(=N/OCC(=O)NCCCCCCNC(=O)CO/N=C(/C)c1cccs1)c1cccs1	-2.7	-2.2	0.4	-5.1	-0.9	18.0	10.4	-44.2	3.9
O=C(Nc1ccon1)Nc1ccc(Cl)cc1Cl	-2.6	-3.0	-0.9	-2.3	43.1	3.9	1.5	4.6	-0.3
CN(C(=O)CCl)C1CCCc2ccccc21 (stereo unspecified)	-1.1	-1.5	x	-1.9	32.1	7.3	0.4	1.7	x
CCOc1cc(/C=C2\SC(N)=NC2=O)ccc1O	-1.5	-2.9	1.0	-1.9	-6.3	8.7	-3.0	-9.0	1.7
O=C(Cn1nnc2ccccc2c1=O)N[C@@H](Cc1ccccc1)C(=O)O	-2.7	-4.5	2.3	-4.9	10.6	-1.3	-3.3	-1.7	0.9
COc1cccc(N/C(SCc2cccc([N+](=O)[O-])c2)=C(/C#N)C(N)=O)c1	-3.2	-2.1	-2.1	-0.1	-18.8	-8.1	-14.2	-18.1	7.1
O=C(NCCNC(=O)c1cnccn1)c1cccc(Cl)c1	1.9	1.0	0.8	-4.8	27.5	4.0	-11.3	-5.3	0.5
O=C(Nc1ccccc1O)c1cccc(S(=O)(=O)N2CCOCC2)c1	-6.9	-2.9	0.3	2.2	-10.2	-22.1	-9.1	-0.7	1.3
CN1CCC(OC(=O)c2cccc(Br)c2)CC1	-3.5	-0.8	3.9	-7.2	4.2	1.5	-0.2	1.0	8.5
O=C(NC1CCCC1)C(=O)N(Cc1cccnc1)C(C(=O)NC1CCCC1)c1ccco1 (stereo unspecified)	-3.9	-3.1	-1.2	-4.8	23.4	12.2	-11.4	-20.2	-1.3
CCCC(=O)Nc1c2c(nc3ccccc13)N(c1ccccc1)CC2	-0.6	-1.5	0.4	x	-12.6	0.5	-0.9	2.6	-1.1
CC(NC(=O)/C(C#N)=C/c1cn(-c2ccccc2)nc1-c1ccc(F)cc1)c1ccccc1 (stereo unspecified)	-8.1	-1.4	-0.1	-0.9	-4.0	10.9	0.1	0.4	-0.1
CN(C)c1ccc(P(=O)(OCc2ccccc2)C(O)c2ccncc2)cc1 (stereo unspecified)	-2.3	-3.6	0.6	-4.7	6.2	4.1	-2.9	-17.3	1.4
